CRFR2-BP ag: CRF-BP/CRF-R2 complex agonism | HEK293 CRF-R2/CRF-BP, calcium dye fluorescence (FLIPR); percent of saturating CRF peptide response | activation, % at 13.2 µM | hit rate 0.46% among 350,000 | AID 588473;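 active = activation of at least 50%, plus an integration ratio under a set limit after plate pattern correction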;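 note: plate controls were neutral control wells without compound for no effect and CRF at EC100 for full effect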
CHRM4 agonist: CHRM4 agonism in calcium assay; AID 624127; CHO-K1 hM4/Gqi5, Fluo-8 calcium fluorescence; vehicle 0%, full acetylcholine response 100%; P08173; hit rate 0.14% among 360,000; activation, % at 3 µM;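 active = activation above the run mean over all test wells plus 3 SD, cut at about 32% in these data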;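 note: peak over basal fluorescence ratio per well then scaled between controls; 0% = DMSO wells and 100% = acetylcholine at EC100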
M5 antag: antagonists of human muscarinic M5 receptor (CHRM5); P08912; inhibition, % at 3 µM; CHO-hM5 cells, Fluo-8 calcium fluorescence, ACh EC80; hit rate 0.59% among 360,000;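 active = inhibition above a per-plate cutoff, the mean of that plate's test compounds plus 3 SD, cut at about 27% in these data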;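 note: 0% = acetylcholine EC80 with DMSO and 100% = DMSO without agonist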
CHRM5 PAM: potentiates acetylcholine response at human M5 receptor | activation, % at 3 µM | CHO-K1 hM5, Fluo-8 calcium, ACh EC20 PAM; 0% = ACh EC20, 100% = ACh EC100 | hit rate 0.3% among 360,000;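 active = activation above the run cutoff, the mean activation of all test compounds plus 3 SD, cut at about 18% in these data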
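System: CHO-K1 hM5 cells. Reagent: acetylcholine, EC20 level. Compound dosing: single dose, 3 µM nominal final test concentration. Timing: Post-acetylcholine fluorescence recording 140 s. Detection: Fluo-8 calcium fluorescence. Read-out: % activation, ACh-normalized. Benchmarks: ACh EC20 and EC100 wells. Repeats: singlicate, one well per test compound.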
M4 PAM: CHRM4 positive allosteric modulation; P08173; CHO-K1 hM4/Gqi5, Fluo-8 calcium fluorescence, ACh EC20; 0% = ACh EC20, 100% = maximal ACh; activation, % at 3 µM; hit rate 0.4% among 360,000; AID 624126;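 active = activation above its plate's cutoff, the mean activation of sample wells plus 3 SD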; note: some results filed as inactive read as strong as hits
CRFBP-R2 block: blocks CRF-induced signaling of the CRF-BP/CRF-R2 complex | inhibition, % at 11.8 µM | hit rate 0.59% among 350,000 | AID 588475 | HEK293 CRF-R2/CRF-BP, CRF-induced calcium fluorescence;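 active = inhibition of the ligand-induced calcium signal above about 50% at the single tested concentration, limit read from the data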
CHRM5 agonist: CHRM5 agonism in calcium assay | hit rate 0.19% among 360,000 | CHO-K1 hM5 cells, Fluo-8 calcium fluorescence; 0% DMSO wells, 100% maximal acetylcholine response | activation, % at 3 µM;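 active = activation above the run's mean over test compounds plus 3 SD, cut at about 23% in these data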;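 note: signal is peak over basal fluorescence ratio across the kinetic read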
CHRM4 antagonist: antagonists of human muscarinic M4 receptor (CHRM4) | CHO-hM4 cells, ACh EC80, Fluo-8 calcium fluorescence | inhibition, % at 3 µM | hit rate 0.73% among 360,000 | AID 624125;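 active = inhibition above its plate's cutoff, the mean inhibition of sample wells plus 3 SD, cut at about 27% in these data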;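 note: 0% = acetylcholine EC80 with DMSO and 100% = DMSO without agonist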
IDE inh: cellular human IDE inhibition; P14735; HEK cells, FAbetaB cleavage, fluorescence polarization; inhibition, % at 5.59 µM; hit rate 0.41% among 320,000;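 active = percent inhibition above the average of all tested compounds plus 3 SD, set per screening campaign, cut at about 16% in these data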;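 note: IDE supplied by intact live HEK cells; FP after avidin binding of uncleaved biotin substrate so inhibition keeps polarization high; 0% = DMSO wells and 100% = 60 µM reference IDE inhibitor Ii1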
Target sequence (P14735 whole entry, looked up): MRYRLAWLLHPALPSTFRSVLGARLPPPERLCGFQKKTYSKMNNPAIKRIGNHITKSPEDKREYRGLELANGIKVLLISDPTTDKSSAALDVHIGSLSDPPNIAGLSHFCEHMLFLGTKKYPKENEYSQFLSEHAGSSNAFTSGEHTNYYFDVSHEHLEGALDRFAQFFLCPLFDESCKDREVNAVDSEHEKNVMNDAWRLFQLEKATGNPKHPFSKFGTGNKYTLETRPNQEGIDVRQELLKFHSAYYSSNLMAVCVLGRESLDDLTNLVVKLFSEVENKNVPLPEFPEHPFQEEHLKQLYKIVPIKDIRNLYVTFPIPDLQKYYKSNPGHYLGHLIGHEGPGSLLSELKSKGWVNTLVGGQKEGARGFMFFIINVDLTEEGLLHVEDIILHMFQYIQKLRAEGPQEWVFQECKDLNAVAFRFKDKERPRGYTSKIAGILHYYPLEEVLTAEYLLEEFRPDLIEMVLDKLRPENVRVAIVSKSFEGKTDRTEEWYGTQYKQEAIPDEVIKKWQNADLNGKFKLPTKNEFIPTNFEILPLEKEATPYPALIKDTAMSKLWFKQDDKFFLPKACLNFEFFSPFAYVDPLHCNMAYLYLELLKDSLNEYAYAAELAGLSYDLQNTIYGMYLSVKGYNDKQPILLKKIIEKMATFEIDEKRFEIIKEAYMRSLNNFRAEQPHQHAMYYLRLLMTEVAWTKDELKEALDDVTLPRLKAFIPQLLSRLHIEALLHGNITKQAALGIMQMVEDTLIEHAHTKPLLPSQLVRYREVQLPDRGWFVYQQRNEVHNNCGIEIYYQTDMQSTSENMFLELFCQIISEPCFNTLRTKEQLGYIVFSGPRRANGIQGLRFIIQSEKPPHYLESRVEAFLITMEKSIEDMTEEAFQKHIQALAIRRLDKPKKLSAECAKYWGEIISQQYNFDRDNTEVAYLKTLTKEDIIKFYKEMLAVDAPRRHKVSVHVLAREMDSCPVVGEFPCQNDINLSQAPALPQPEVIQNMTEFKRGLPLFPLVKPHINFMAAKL
Numbers without * were called inactive; · = not tested or not shown.

SMILES	CRFR2-BP ag	CHRM4 agonist	M5 antag	CHRM5 PAM	M4 PAM	CRFBP-R2 block	CHRM5 agonist	CHRM4 antagonist	IDE inh
COC1CC(C)C(OC)c2cc(O)cc(c2O)NC(=O)C(C)=CC=CC(C)C(OC(N)=O)C(C)=CC(C)C1OC (stereo not given)	3.6	0	-5	1	2	6	2	-1	·
Cc1c(C(=O)Nn2cnnc2)oc2ccccc12	0.1	0	2	1	6	4	-1	7	-4
CC(=O)Cc1nsc(Nc2ccc(F)cc2)n1	-2.3	2	3	0	6	0	-1	-24	0
CCOC(=O)CNC(=S)N(CCCN1CCCCCC1)Cc1cccs1	1.1	3	-4	2	7	8	-7	-8	-2
CC(C)CSc1nc2c(c(=O)[nH]c(=O)n2C)n1CCc1ccccc1	0.6	0	-4	-1	3	-27	-2	-4	0
COc1ccc(NC(=O)COC(=O)c2ccc3c(c2)OCCO3)cc1OC	1.1	6	-1	4	9	1	2	-8	-4
CCc1ccc(NC(=O)CSC2=C(C#N)C(c3ccc4c(c3)OCO4)CC(=O)N2)cc1 (stereo not given)	0.0	9	-3	-9	-5	-2	4	8	1
COc1cc(C)ccc1S(=O)(=O)N1CCCCCC1	-2.1	0	3	-5	-7	15	-9	10	5
Cc1n[nH]c(C)c1S(=O)(=O)N1CCC(C(=O)N2CCn3c2nc2ccccc23)CC1	-1.5	4	3	-6	-3	8	2	11	2
CN(C)CCN(Cc1ccco1)S(=O)(=O)c1csc(C(N)=O)c1	-1.1	1	-1	-3	0	-6	-2	-3	5
COc1ccc(OC)c(-n2c(-c3ccc(S(C)(=O)=O)cc3)cc(C=O)c2C)c1	3.2	1	-4	-2	2	1	0	-6	-3
CNC(=O)CSc1nnc(-c2ccco2)n1-c1cccc(C)c1C	0.1	1	4	8	11	-1	-2	-12	5
C=CCNC(=S)NNC(=O)c1cccn(Cc2ccc(Cl)cc2)c1=O	1.3	2	1	2	17	-7	0	15	1
Cc1ccc(SC[C@H](c2ccccc2)N2CCN(C)CCC2=O)cc1	1.0	2	14	-10	-6	3	-12	20	·
CCOc1ccccc1OCC(=O)Nc1ccc(Cl)cc1Cl	0.6	0	-3	1	0	12	0	0	4
O=C(NCc1ccco1)c1ccc2ccccc2c1	-6.5	1	3	1	-1	0	-2	6	-2
CCOc1ccc(NC(=O)COC(=O)c2ccc(S(=O)(=O)N3CCOCC3)cc2)cc1	0.3	1	3	3	-2	-4	2	2	1
CC(=O)c1ccc(NS(=O)(=O)c2ccc(CC(C)C)cc2)cc1	0.9	6	8	-9	0	4	1	1	8
CSc1ccc(C(=O)C2CCCN(C(=O)c3nonc3C)C2)cc1 (stereo not given)	2.7	3	5	-2	-5	0	-3	-7	0
O=C(Nc1ccncc1)c1ccc2c(c1)C(=O)N(C1CCCCC1)C2=O	2.6	19	31*	-41	-13	1	6	42*	5
CN1CCC(OC(=O)Cc2ccc(Cl)cc2)CC1	-0.9	1	-2	-13	-11	3	-10	0	-1
CCOC(=O)N(C)S(=O)(=O)c1ccccc1[N+](=O)[O-]	0.5	0	4	3	4	-15	-5	-4	0
O=C(Nc1cccc(NC(=O)c2cccnc2)c1)c1cccnc1	-0.6	3	-14	1	-2	20	5	-2	3
O=[N+]([O-])c1ccccc1C=CC=NN=Cc1ccccc1O	3.2	1	-18	6	6	8	1	-29	·
O=S(=O)(NCc1cccs1)c1cccc2cccnc12	-1.0	16	-13	7	11	15	1	1	-4
COc1ccc(NS(=O)(=O)c2cc(NC(=O)Cc3c(F)cccc3Cl)ccc2OC)cc1	1.4	17	5	-19	-11	4	0	13	4
COc1ccc(O)c(/C=N/NC(=O)c2cc(=O)[nH]c3ccccc23)c1	-0.7	0	3	5	-8	-15	-1	-2	-1
c1ccc(CCn2nnnc2C(c2cccs2)N2CCOCC2)cc1 (stereo not given)	0.3	1	-1	1	0	-16	-3	4	6
COc1cc(C2Nc3cccc4cccc(c34)N2)ccc1OC(C)=O	-0.6	1	0	3	13	21	0	12	2
CC1(C)CC(NC(=O)c2cc(S(=O)(=O)N3CCCCC3)ccc2Cl)CC(C)(C)N1	4.9	0	-5	8	-2	-6	-4	5	-4

CHRM4 antagonist, hit marks shown above.
compound | CRFR2-BP ag | CHRM4 agonist | M5 antag | M4 PAM | CRFBP-R2 block | CHRM5 agonist | CHRM4 antagonist | IDE inh
O=C(Nc1ccncc1)c1ccc2c(c1)C(=O)N(C1CCCCC1)C2=O | 2.6 | 19 | 31* | -13 | 1 | 6 | 42* | 5

Just CHRM5 PAM, for 3 of the compounds above:
molecule	CHRM5 PAM
COc1ccc(O)c(/C=N/NC(=O)c2cc(=O)[nH]c3ccccc23)c1	5
CC(=O)c1ccc(NS(=O)(=O)c2ccc(CC(C)C)cc2)cc1	-9
O=S(=O)(NCc1cccs1)c1cccc2cccnc12	7

More records follow.
SMILES	CRFR2-BP ag	CHRM4 agonist	M5 antag	CHRM5 PAM	M4 PAM	CRFBP-R2 block	CHRM5 agonist	CHRM4 antagonist	IDE inh
CC1(C(=O)NS(=O)(=O)c2ccccc2)CCN1C(=O)CC1CCCC1 (stereo not given)	·	0	3	-2	2	·	0	0	·
CCCCn1c(SC(C)C(N)=O)nc2cc(C(=O)OC)ccc2c1=O (stereo not given)	-0.7	0	0	0	0	-7	-3	-5	5
Cc1ccc(S(=O)(=O)N2CCN(C(=O)C3Cc4ccccc4CN3C(=O)c3ccco3)CC2)cc1 (stereo not given)	-1.9	2	3	5	9	1	-2	-5	0
C/C(=N\Nc1ccc(Cl)cc1)c1ccccn1	6.1	-1	-5	-4	13	16	-2	-9	7
O=C(CCCCCn1c(=S)[nH]c2cc3c(cc2c1=O)OCO3)N1CCN(C(=O)c2ccco2)CC1	-1.6	3	11	-6	1	-6	-1	-5	-2
N#Cc1ccc(Oc2ccc(C(F)(F)F)cc2NC(=O)c2ccc(F)cc2)cc1	3.8	0	13	-6	-30	43	-3	0	-6
Cc1nc2nc(C)c(CCC(=O)N3CCN(c4ccccn4)CC3)c(C)n2n1	2.1	1	1	-4	10	-14	-3	-7	-3
CCCc1ccc(C(=O)N2CCN(c3ccccc3OCC)CC2)cc1	-1.2	0	10	-10	-6	-8	-1	2	1
O=C(Nc1ncccn1)C1c2ccccc2Oc2ccccc21	9.2	1	1	-1	-4	-5	-1	-2	2
C=CCN1C(=O)C2C(C(=O)NC)C3C=CC2(O3)C1C(=O)NCc1ccc(OC)cc1 (stereo not given)	-1.5	0	-3	5	5	-1	-2	6	-3
CC(=O)c1sc(NC(=O)C=C(C)C)nc1C	-3.4	0	2	1	12	-5	0	-6	-5
O=C(Nc1cc(C(F)(F)F)ccc1Cl)C(=O)N1CCCCC1	-1.8	0	5	1	-4	-4	-1	0	-5
Cc1ccc(/C(O)=C2/C(=O)C(=O)N(CCN3CCOCC3)C2c2cccnc2)cc1 (stereo not given)	-2.0	0	-4	-7	13	8	-2	-17	-5
CCOc1nonc1C(=N)/C(C(C)=O)=C(\C)O	-0.1	0	5	1	11	-7	-5	4	2
COc1ccc(C2=Nc3ccccc3N(C(=O)c3ccc(C)cc3)C2C(=O)Nc2c(C)cccc2C)cc1 (stereo not given)	·	2	1	-3	3	·	-4	-6	·
CCC(=O)Nc1cc(C)c(NC(=O)CCc2ccccc2)cn1	14	1	5	-3	3	8	-4	-10	4
CCOC(=O)C1CCN(c2c(N3CCN(c4ccccc4OC)CC3)c(=O)c2=O)CC1	-1.8	1	1	-3	0	8	0	-10	·
CCCCNC(=O)c1ccc(N2CCC3(CC2)OCCO3)c([N+](=O)[O-])c1	-2.1	2	0	-5	5	-43	0	15	3
CCCCn1nnnc1C(c1ccccc1)N1CCN(C(=O)C2CCCO2)CC1 (stereo not given)	·	1	-1	2	17	·	2	-18	·
COCCCn1cnnc1SCc1nc2sc(C(C)=O)c(C)c2c(=O)[nH]1	-3.6	1	10	-1	-6	5	-5	11	2
CCCCCn1c(=O)[nH]c2cc(C(=O)N3CCN(CC)CC3)ccc2c1=O	0.6	1	2	7	4	-30	-10	4	7
O=C(Nc1nc2ccccc2[nH]1)c1ccc(OC(F)F)cc1	-0.1	5	19	-5	-7	-10	-2	20	0
CCCCNC(=O)C1(NC(=O)Nc2ccc(C)cc2)CCCCC1	3.0	1	8	1	-1	-17	-3	7	-1
Cc1cc(C)cc(N2C(=O)CN(Cc3ccccc3)C2=S)c1	0.0	0	2	-1	4	7	-5	-3	-2
CCCc1nc(SCC(=O)Nc2cc(C)on2)c2ccccc2n1	-0.1	1	3	0	10	5	-1	-6	12
Cc1ccc(S(=O)(=O)Oc2ccc(/C=C3/C(=N)N4C(=NC3=O)SN=C4S(C)(=O)=O)cc2)cc1	-0.6	1	-5	6	6	-4	-4	2	-2
COc1ccc(NC(=O)COC(=O)Cc2c(F)cccc2Cl)cc1OC	6.0	12	8	-13	-7	2	2	-4	1
COc1c(F)c(F)cc2c(=O)c(C(=O)O)cn(C3CC3)c12	0.2	-2	15	0	-4	-3	-1	4	-2
CCN(C(=O)c1cccc(Br)c1)c1ccccc1	-2.5	-1	-15	2	1	9	-4	-17	6
COc1ccc2c(c1)CCc1cc(C(=O)O)sc1-2	-6.6	-1	-10	7	-4	15	1	1	6
Cc1ccc(S(=O)(=O)N2[C@@H](c3ccc(Br)cc3)C(C(=O)O)=C[C@H]2CC2CCCC2)cc1	-2.6	4	0	0	-1	42	1	11	-8
COc1cc(/C=N/Nc2nc3ccccc3[nH]2)ccc1O	-0.8	4	2	-8	-8	-14	-2	-10	6
COc1ccc2cc(C(=O)N3CCN(c4cccc(C)c4C)CC3)[nH]c2c1	3.6	0	16	-5	0	-36	-3	2	·
CCOC(=O)CC1C(=O)NCCN1c1nc2ccc(C)cn2c(=O)c1/C=C1\SC(=S)N(CC(C)C)C1=O (stereo not given)	189*	3	8	-6	-9	-134	9	-1	56*
CC(C)CN(C(=O)COC(=O)CNC(=O)c1ccccc1F)c1c(N)n(Cc2ccccc2)c(=O)[nH]c1=O	-1.3	0	9	-8	0	15	2	-2	5
Cc1ccc(S(=O)(=O)NC(CC(=O)N2CCOCC2)c2ccco2)cc1 (stereo not given)	-0.3	1	12	1	10	-16	0	0	1
CC(C)C[C@@]12C(=O)N(c3cccc(Br)c3)C(=O)N1[C@H](c1ccc(F)cc1)[C@@H]1C(=O)N(C3CCCCC3)C(=O)[C@@H]12	3.3	0	2	2	2	-15	1	-4	1
Cc1nc(N2CCC(C)CC2)c2c(C)c(C(=O)Nc3ccccc3C(F)(F)F)sc2n1	0.9	-1	3	-4	-4	-36	-2	-1	0
Cc1ccc(NC(=O)CSc2nccn2Cc2ccccc2)cc1C	-1.8	1	-3	-8	10	-5	-3	-1	3
CCN(CC)S(=O)(=O)c1cccc(NC(=O)CCNC(=O)c2ccccc2Cl)c1	3.1	4	3	-1	-1	-37	0	2	-3
CCOc1ccccc1N1CCN(C(=O)c2cc3cc(OC)ccc3[nH]2)CC1	-1.4	0	0	3	2	1	-2	-4	3
Cc1cnc(NC(=O)CSc2ccccc2)s1	1.9	2	-5	0	1	-11	0	-1	2
CCN1CCN(C(=O)c2ccccc2N(Cc2ccccc2)S(C)(=O)=O)CC1	0.0	1	-13	6	5	13	-7	-15	7
Cc1cc(N/C=C/C(=O)c2ccccc2)ccc1Br	0.7	-1	5	-2	-2	5	-9	0	4
COc1cccc(NC(=O)CN(C)C(=O)COc2cc(C)ccc2Cl)c1	0.2	4	8	-7	-7	-7	0	-5	-4

Source: PubChem
